# MCL1 BIM primary = MCL1-BIM-BH3 interaction inhibition (human). inhibition, % at 10.9 µM. actives 0.68% (n = 320,000). GST-MCL1 / FITC-Bim-BH3 fluorescence polarization. Q07820;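 active = inhibition above the mean inhibition of all tested compounds plus 3 SD, set per campaign, cut at about 40% in these data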;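 note: 0% = DMSO wells and 100% = unlabeled Bim-BH3 peptide control; higher means more loss of mP so more displacement of Bim peptide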
# Bcl-xL primary = inhibitors of human Bcl-xL. Q07817. GST-Bcl-xL / FITC-Bim BH3 peptide fluorescence polarization. inhibition, % at 10.9 µM. actives 0.7% (n = 320,000);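 active = inhibition above the mean of all tested compounds plus 3 SD, cutoff set per campaign, cut at about 30% in these data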;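 note: 0% = DMSO wells and 100% = unlabeled Bim-BH3 peptide competitor; inhibitors lower millipolarization by displacing the labeled peptide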
# Target sequence (Q07817 whole entry, looked up): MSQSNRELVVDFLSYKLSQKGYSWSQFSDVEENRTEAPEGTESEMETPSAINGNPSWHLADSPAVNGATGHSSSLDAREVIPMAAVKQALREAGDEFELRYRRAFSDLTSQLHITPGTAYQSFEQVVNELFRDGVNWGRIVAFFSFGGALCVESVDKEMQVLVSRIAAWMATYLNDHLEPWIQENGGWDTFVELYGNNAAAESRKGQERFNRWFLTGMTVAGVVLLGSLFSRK
# Fam108B counter = blocks mouse Fam108B hydrolase in RBBP9 counter-screen. recombinant Fam108B, FP-Rh probe fluorescence polarization. inhibition, % at 9.51 µM. actives 0.33% (n = 300,000). AID 1947;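 active = inhibition above the screen mean inhibition plus 3 SD, computed separately per campaign, cut at about 18% in these data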;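 note: inhibitors lower polarization as less probe binds the enzyme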
# MEX-5 binding = C. elegans MEX-5 TCR-2 RNA binding activity. activity score (negative = inhibition of binding), % at 10 µM. Q9XUB2. actives 0.38% (n = 300,000). MEX-5/FITC-TCR2 RNA binding, fluorescence polarization; stronger effect = lower value;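 active = inhibition past about -25% in most replicates, and total fluorescence under double the plate's negative control median, limit read from the data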;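 note: 0% = DMSO and -100% = 5 µM competing unlabeled TCR2 RNA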
# Target sequence (Q9XUB2 whole entry, looked up): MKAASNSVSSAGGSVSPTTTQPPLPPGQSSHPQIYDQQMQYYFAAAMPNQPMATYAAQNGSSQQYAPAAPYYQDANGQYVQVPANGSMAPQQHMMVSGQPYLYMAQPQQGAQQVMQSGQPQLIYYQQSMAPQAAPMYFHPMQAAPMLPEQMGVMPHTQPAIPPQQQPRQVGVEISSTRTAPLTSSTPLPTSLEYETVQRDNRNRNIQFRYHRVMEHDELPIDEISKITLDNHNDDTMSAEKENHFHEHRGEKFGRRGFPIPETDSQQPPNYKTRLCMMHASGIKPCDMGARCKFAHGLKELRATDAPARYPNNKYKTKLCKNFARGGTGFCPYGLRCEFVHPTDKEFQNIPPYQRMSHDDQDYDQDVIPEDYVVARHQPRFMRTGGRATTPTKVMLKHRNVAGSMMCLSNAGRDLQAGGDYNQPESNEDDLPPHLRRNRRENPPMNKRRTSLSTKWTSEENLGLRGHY
# GLD-1 TGE inh = GLD-1-TGE RNA interaction inhibition (C. elegans); inhibition, % at 5.96 µM; purified GLD-1 + fluorescein TGE RNA, fluorescence polarization; AID 2280; Q17339; actives 0.44% (n = 320,000);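 active = percent inhibition above a per-plate cutoff, the plate mean of test compounds plus 3 SD, cut at about 30% in these data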;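 note: 0% = DMSO wells with GLD-1 and probe and 100% = wells lacking GLD-1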
# TPT1 inhibitor = C. albicans TPT1 enzyme inhibition | recombinant caTPT1, FP RNA substrate dephosphorylation | inhibition, % at 5 µM | actives 0.81% (n = 300,000) | AID 1962;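 active = inhibition above the mean of all tested compounds plus 3 SD, set per screening campaign, cut at about 24% in these data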;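 note: plate controls were DMSO alone for no effect and ferristatin control at 100 nM for full effect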
# GSTO1 inh = blocks human GSTO1 in RBBP9 counter-screen; P78417; actives 1.1% (n = 300,000); inhibition, % at 5.96 µM; recombinant GSTO1, activity-based probe fluorescence polarization; AID 1974;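 active = inhibition above the campaign mean inhibition plus 3 SD, cut at about 35% in these data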;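 note: 0% = GSTO1-1 with DMSO and 100% = wells lacking GSTO1-1 enzyme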
# Target sequence (P78417 whole entry, looked up): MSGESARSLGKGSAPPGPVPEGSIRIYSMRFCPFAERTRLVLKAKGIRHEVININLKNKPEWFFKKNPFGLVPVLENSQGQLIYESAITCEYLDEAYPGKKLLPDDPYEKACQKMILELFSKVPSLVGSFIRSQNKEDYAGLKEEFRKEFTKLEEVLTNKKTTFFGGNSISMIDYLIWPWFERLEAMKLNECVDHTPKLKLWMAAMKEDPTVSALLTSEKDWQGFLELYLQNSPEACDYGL
# PME-1 inh = blocks human protein phosphatase methylesterase 1; recombinant PME-1, FP-Rh probe fluorescence polarization; Q9Y570; AID 2130; inhibition, % at 5.9 µM; actives 0.53% (n = 320,000);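 active = inhibition above the campaign mean of all compounds plus 3 SD, cut at about 26% in these data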;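 note: competitive labeling of PME-1 active site by serine hydrolase directed probe; 0% = PME-1 with DMSO and 100% = wells lacking PME-1 enzyme; inhibitors block probe labeling so polarization falls and inhibition rises; many of its hits are not listed in these tables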
# PAD4 inh = PAD4 (human) enzyme inhibition; recombinant PAD4, RCA probe fluorescence polarization; Q9UM07; inhibition, % at 6.36 µM; actives 0.41% (n = 330,000); AID 485272;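 active = percent inhibition above a cutoff equal to the mean of all tested compounds plus 3 SD, cut at about 15% in these data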;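 note: 0% = PAD4 with RCA probe and DMSO and 100% = probe without PAD4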
# Starred values were filed as active, the others as inactive; x = not tested or not shown. Some of the compounds tested. The share of hits here may be higher or lower than overall.
SMILES,MCL1 BIM primary,Bcl-xL primary,Fam108B counter,MEX-5 binding,GLD-1 TGE inh,TPT1 inhibitor,GSTO1 inh,PME-1 inh,PAD4 inh
C=CCOc1ccc(/C=C/C(=O)OCC(=O)NCC2CCCCC2)cc1,-3,-1,-3,1.6,0,-3,1,3,0
CCCN(CC(=O)Nc1ccccc1C)C(=O)c1ccc(=O)n(Cc2ccccc2)n1,3,4,9,-2.4,2,-3,9,4,0
CC(=O)Nc1ccc(OC(=O)c2cccs2)cc1,-3,0,1,1.4,5,3,5,6,-6
CCN(CC(=O)Nc1c(F)cccc1F)C(=O)c1cc2c(cc1Cl)N1CCCCCC1=NS2(=O)=O,1,2,-2,-1.3,7,2,-6,0,-3
Cc1ccc(C)c(Cn2nnc3c(=O)[nH]c(C4CCCN(C(=O)C5CCCCC5)C4)nc32)c1 (configuration not stated),8,3,-4,-2.3,-2,0,3,24,-2
O=C1CCC2(CC1)NC(=O)N(c1ccccc1)N2,-1,4,-4,1.3,1,0,-3,-3,-4
C=CCNc1nc(C(=O)OCC(=O)c2ccc(C)c([N+](=O)[O-])c2)cs1,10,2,1,3.7,2,-2,1,-3,2
N#Cc1c(N2CCCC(O)C2)nc(N)c2c(N)nc3c(c12)CC(=O)N3C12CC3CC(CC(C3)C1)C2 (configuration not stated),54*,28,19*,x,12,7,79*,11,1
COc1ccc(C(=O)N/N=C(/C)c2ccc(N3CCCCC3)cc2)cc1,6,5,6,1.4,4,-3,2,4,0
COc1ccc2[nH]c3c(=O)n(CCc4ccccc4)cnc3c2c1,0,3,-1,-3.6,-5,-4,7,-1,-3
O=C(CN1CCCC1)Nc1ccc(NC(=O)Nc2ccccc2Cl)cc1,-6,0,-7,0.8,0,-3,10,0,0
Fc1ccc2nc(N3CCOCC3)sc2c1,3,7,0,0.7,2,2,4,-9,-3
COc1ccccc1OCC(=O)NCC1CCCN(C(=O)c2ccccc2SC)C1 (configuration not stated),5,9,6,0.0,1,-1,6,5,2
CC(C)(C)C(=O)Nc1cccc(-c2cc(-c3c(Cl)cccc3Cl)no2)c1,7,3,-18,1.1,5,-2,-8,-28,-3
COC(=O)CC1C(=O)NCCN1C(=O)c1ccc(Cl)cc1 (configuration not stated),-14,-7,-5,3.5,0,-1,0,-3,-6
COc1cccc(C(=O)Nc2ccccc2-c2ccccc2)c1,-7,1,x,x,3,x,x,2,3
c1cnc(N2CCN(c3cnccn3)CC2)nc1,1,-2,2,-3.0,-2,-1,-8,-1,-1
Cc1ccc(S(=O)(=O)N2CCCCC2)cc1NC(=O)Cn1c(=O)cnc2ccccc21,-13,-1,-1,2.8,-1,2,-12,9,3
Cc1ccccc1NC(=O)CSc1nnc(Cc2ccccc2)c(=O)n1N,0,2,-1,-0.1,7,2,17,-3,-4
Clc1cccc(Cl)c1-c1noc(-c2ccno2)n1,1,1,1,1.6,0,-2,0,1,4
CCCCCCCCCCCCOC(=O)C[N+](C)(C)C,3,5,5,3.2,5,-3,5,-7,-2
O=C(Nc1ccc(Cl)cc1)NC1CCCc2ccccc21 (configuration not stated),4,3,-1,2.0,6,-2,-5,2,-5
COc1ccc(N2CCCC2)c(NC(=O)c2ccc(Br)o2)c1,56*,48*,-2,-5.9,38*,-20,6,3,-3
O=C(CCC(=O)Nc1ccccc1)NNC(=O)CCc1ccccc1,7,4,-2,-0.8,5,1,-4,-1,-6
C/C(=N\Nc1ccc(S(=O)(=O)Nc2ccccc2)cc1[N+](=O)[O-])c1ccc(N2CCOCC2)cc1,-5,1,4,-0.3,3,-1,-8,6,-3

# For reference, some entries already given.
SMILES,MCL1 BIM primary,Bcl-xL primary,Fam108B counter,MEX-5 binding,GLD-1 TGE inh,TPT1 inhibitor,GSTO1 inh,PME-1 inh,PAD4 inh
Fc1ccc2nc(N3CCOCC3)sc2c1,3,7,0,0.7,2,2,4,-9,-3
COc1ccccc1OCC(=O)NCC1CCCN(C(=O)c2ccccc2SC)C1 (configuration not stated),5,9,6,0.0,1,-1,6,5,2
CC(C)(C)C(=O)Nc1cccc(-c2cc(-c3c(Cl)cccc3Cl)no2)c1,7,3,-18,1.1,5,-2,-8,-28,-3
COC(=O)CC1C(=O)NCCN1C(=O)c1ccc(Cl)cc1 (configuration not stated),-14,-7,-5,3.5,0,-1,0,-3,-6
COc1cccc(C(=O)Nc2ccccc2-c2ccccc2)c1,-7,1,x,x,3,x,x,2,3
c1cnc(N2CCN(c3cnccn3)CC2)nc1,1,-2,2,-3.0,-2,-1,-8,-1,-1
Cc1ccc(S(=O)(=O)N2CCCCC2)cc1NC(=O)Cn1c(=O)cnc2ccccc21,-13,-1,-1,2.8,-1,2,-12,9,3
Cc1ccccc1NC(=O)CSc1nnc(Cc2ccccc2)c(=O)n1N,0,2,-1,-0.1,7,2,17,-3,-4
Clc1cccc(Cl)c1-c1noc(-c2ccno2)n1,1,1,1,1.6,0,-2,0,1,4
CCCCCCCCCCCCOC(=O)C[N+](C)(C)C,3,5,5,3.2,5,-3,5,-7,-2
O=C(Nc1ccc(Cl)cc1)NC1CCCc2ccccc21 (configuration not stated),4,3,-1,2.0,6,-2,-5,2,-5
COc1ccc(N2CCCC2)c(NC(=O)c2ccc(Br)o2)c1,56*,48*,-2,-5.9,38*,-20,6,3,-3
O=C(CCC(=O)Nc1ccccc1)NNC(=O)CCc1ccccc1,7,4,-2,-0.8,5,1,-4,-1,-6
C/C(=N\Nc1ccc(S(=O)(=O)Nc2ccccc2)cc1[N+](=O)[O-])c1ccc(N2CCOCC2)cc1,-5,1,4,-0.3,3,-1,-8,6,-3

# (continued)
SMILES,MCL1 BIM primary,Bcl-xL primary,Fam108B counter,MEX-5 binding,GLD-1 TGE inh,TPT1 inhibitor,GSTO1 inh,PME-1 inh,PAD4 inh
c1ccc(-c2nc(-c3ccc(-c4ccon4)s3)no2)cc1,-6,-4,-16,-7.3,-8,9,-5,-13,-2
CCc1ccc(CN2CCC(C(=O)Nc3ccc(Oc4ccccc4)nc3)CC2)o1,5,3,-1,2.7,5,2,-2,-3,-3
Cc1c(C2C(C#N)=C(N)OC3=C2C(=O)CCC3)cnn1C (configuration not stated),29,28,-1,-0.5,7,-1,7,-6,-8
Cc1nn(CC(=O)NCc2ccccc2)c(=O)c2cccn12,13,4,-1,-0.6,9,-3,4,-5,2
CSc1ncccc1C(=O)OCc1nc2ccsc2c(=O)[nH]1,-1,1,-2,0.1,5,-6,-3,-3,6
Cc1csc(Nc2ccccc2)[n+]1C,-1,4,3,4.2,8,-1,7,-7,-2
CCN(CC)S(=O)(=O)c1ccc(OCC(=O)NCc2ccco2)cc1,-6,-3,-5,-4.1,-2,2,-4,4,2
CCC1CCCCN1C(=O)NC(=O)c1ccccc1 (configuration not stated),5,1,2,0.2,-4,-3,1,7,3
COc1cccc(C2CC(c3ccccc3C)n3nc(N)nc3N2)c1 (configuration not stated),-3,-1,5,0.3,0,-1,6,2,-4
CCN(CC)c1ccc(/C=N/NC(=O)c2cnccn2)c(O)c1,-3,0,-3,-6.2,0,2,-6,3,0
CCc1ccc2oc(=O)cc(CN3CCOCC3)c2c1,-5,4,-1,-0.1,5,6,-2,6,-4
O=c1[nH]c(/C=C\c2cccnc2)c([N+](=O)[O-])c(=O)[nH]1,8,10,3,0.7,0,-6,15,4,1
CCOC(=O)c1ccc(N=C2SC(C(=O)NC)CC(=O)N2CCc2ccccc2)cc1 (configuration not stated),0,1,-4,-1.7,4,0,-4,2,-1
CC1CCCC(C)N1NC(=S)Nc1ccc(OC(F)F)cc1 (configuration not stated),33,8,0,-2.2,3,-4,3,14,0
O=C(COc1coc(CN2CCCc3ccccc32)cc1=O)Nc1cccc([N+](=O)[O-])c1,-1,2,-1,0.1,-12,9,5,-5,8
O=C(/C=C/c1ccco1)NCC1COc2ccccc2O1 (configuration not stated),3,5,0,1.6,-1,5,-3,1,0
COc1cc(-c2nc(-c3ccc4c(c3)-c3ccccc3S4(=O)=O)c(-c3ccccc3)[nH]2)cc(OC)c1OC,0,1,29*,2.1,-6,-5,-29,14,-2
COC(=O)c1cnn(C(=O)c2cc(OC)ccc2Br)c1N,-1,-1,1,2.6,2,-1,8,2,1
O=C(O)CSC12CC3CC(C1)CC(C(=O)O)(C3)C2,3,3,-3,-1.9,2,-2,2,1,-2
CNc1oc(-c2ccccc2Cl)nc1C#N,-1,2,2,1.0,1,0,0,-4,-3
CC(=O)c1cccc(NC(=O)CCS(=O)(=O)c2cccc3nsnc23)c1,15,10,9,0.6,5,-1,3,-4,-1
CCCc1nc2ccccc2c(C(=O)OC2CCOC2=O)c1CC (configuration not stated),-8,-5,1,-3.1,4,-2,2,4,-1
CC(C)Oc1ccc(C(=O)NC(=S)N2CCOCC2)cc1,-5,5,0,0.0,-1,1,4,-7,8
CCSc1nnc(-c2cccc(S(=O)(=O)N(C)C)c2)n1-c1cc(OC)ccc1OC,-4,-1,0,-2.1,-1,1,-1,0,1
CCOc1ccc(CN2CCN(Cc3cc4c(cc3Cl)OCO4)CC2CCO)cc1 (configuration not stated),1,5,-3,2.8,3,-1,1,1,0
# Following part:
SMILES,MCL1 BIM primary,Bcl-xL primary,Fam108B counter,MEX-5 binding,GLD-1 TGE inh,TPT1 inhibitor,GSTO1 inh,PME-1 inh,PAD4 inh
O=C(c1sc2cc([N+](=O)[O-])ccc2c1Cl)N1CCCCC1,-4,3,-2,-2.2,-2,1,-3,17,1
Cc1cccc(S(=O)(=O)NC2CCCCCCC2)c1,-8,-5,2,-0.7,0,-3,6,3,-4
O=C(c1ccco1)N1CCN(C(=O)C2CC(=O)N(c3ccccc3)C2)CC1 (configuration not stated),2,1,-1,-0.5,2,3,-2,4,-10
COc1cc(/C=C/C(=O)OC(C)C(=O)NC2CCCCC2C)cc(Cl)c1OC (configuration not stated),-3,-3,1,1.6,8,-1,-9,-3,-2
Cn1c(=O)c2c(nc(N3CCOCC3)n2CCCNC2=NCCCCC2)n(C)c1=O,0,0,0,-2.2,-3,-4,13,-4,-5
C=CCn1c(C)nc2ccccc2c1=O,6,10,2,4.3,-2,1,13,4,2
COc1ccc(NC(=O)CSc2nnnn2-c2ccccc2OC)c(OC)c1,-7,2,-9,1.0,-6,2,-4,1,1
Cc1ccc(CSc2ncnc3c2cnn3Cc2ccccc2)cc1,1,-1,-1,0.8,2,-3,-9,-2,5
COc1ccc(OCCCC(=O)OCC(=O)Nc2c(C)nn(-c3ccccc3)c2C)cc1,-3,6,-1,1.9,1,2,4,2,1
Cc1cccc(-n2cnc3c(sc4nc(N5CCOCC5)c5c(c43)CCCC5)c2=O)c1,-5,-2,-4,0.1,-9,-1,-2,-7,4
